Phagocytosis inh – inhibitors of macrophage phagocytosis, primary screen, imaging, J774A.1 cells, IgG beads | 0.07% of 110,000 active | inhibition, % at 5 µM | AID 1029, 2008 | J774A.1 macrophage IgG-bead phagocytosis;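 active = inhibition above the mean of the plate negative controls plus 5 SD, cut at about 13% in these data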;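 also: phagocytic index as fraction of beads internalized from green versus red external bead signal; plate controls were DMSO negative control for no effect and cytochalasin-D positive control for full effect; some results beyond the cut were filed as inactive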
Yeast growth inh – growth inhibitors of yeast BB579 in restrictive medium, primary screen, yeast lifespan-shortening project, S. cerevisiae; inhibition, % at 10 µM; OD615, 48 h; 0.51% of 140,000 active; AID 804, 2007;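 active = inhibition above a set limit, 3 SD over the mean compound inhibition, cut at about 44% in these data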; also: inactives centre near -24
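Material: Saccharomyces cerevisiae DeaD strain BB579, replicative lifespan model yeast; buffer or medium: CSMM-D restrictive synthetic medium containing dextrose (glucose); compound: 10 µM single dose, DMSO 0.25%; timing: 48 h compound exposure at 30 °C after 4 h preincubation; signal: turbidity as optical density at 615 nm; benchmarks: positive control amphotericin B 10 µg/mL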
Measles CPE – compounds protecting cells from measles virus cytopathic effect, primary screen, measles RdRp inhibitor project, single point, MLSMR library, absorbance; protection (pct of control), % at 4 µM; Measles virus-infected cells, CPE protection; 1.5% of 140,000 active; in the data active = protection mostly above about 24%, no sharp cut-off; inactive = mostly below about 26%; also: some compounds called inactive have numbers as strong as hits
bCat KO growth – primary screen for growth suppressors in beta-catenin knockout HCT116 cells (colon tumor, human). HCT116 beta-catenin knockout viability, CellTiter-Glo, 60 h; stronger effect = lower value. viability, % at 10 µM. 1.5% of 140,000 active. AID 818, 2007;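 active = viability at or under a set limit, the compound median less 4 SD, cut at about 6% in these data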;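 also: 0% = Hyamine 1622 control at 20 µM and 100% = untreated cell control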
HCT116 PTEN-null – growth suppression of PTEN-null HCT116, primary screen, cell-based, CellTiter-Glo. viability, % at 10 µM. HCT116 PTEN-null viability, 60 h; stronger effect = lower value. AID 827, 2007. 1.2% of 140,000 active;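 active = viability at or below a set limit, 4 SD under the median of all tested compounds, cut at about 3.7% in these data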;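 also: PTEN knockout HCT116 line with beta catenin targeted HCT116 as companion control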
E-sel TNF inh – E-selectin induction blockers in HUVEC – imaging, immunofluorescence, high content, primary screen; HUVEC TNFa-induced E-selectin immunofluorescence; inhibition, % at 2 µM; 0.71% of 120,000 active;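 active = inhibition above the batch mean plus 3 SD, and confirmed as a hit on visual image review, cut at about 43% in these data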;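 also: 0% = TNF-stimulated DMSO wells and 100% = unstimulated control wells; not every result past the cut was called active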
Yeast life ext – compounds extending yeast replicative lifespan, primary screen, S. cerevisiae, OD615; AID 775, 2007; inhibition of the nicotinamide effect, % at 10 µM; S. cerevisiae growth with nicotinamide; deaD strain in restrictive glucose medium; 0.68% of 130,000 active;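 active = inhibition above a set limit, placed 3 SD over the median of all compounds, cut at about 26% in these data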;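 also: 0% = nicotinamide-treated wells and 100% = cells grown without nicotinamide; some compounds called inactive have numbers as strong as hits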
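Material: Modified budding yeast, DeaD strain | Medium: Restrictive glucose medium | Probe or stimulus: 1.5 mM nicotinamide | Dosing: Single dose 10 µM compound, 0.25% DMSO | Times: 48 h at 30 °C | Technique: OD615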
GALR2 blocker – GALR2 antagonists in receptor-expressing cells, primary screen | 0.39% of 140,000 active | Galanin receptor type 2 (Homo sapiens), O43603 | inhibition, % at 4 µM | antagonist mode | AID 828, 2007; in the data active = inhibition above about 27%;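 also: cells stimulated with galanin 1-16 at roughly its EC80; 0% = agonist challenge control and 100% = basal control without agonist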
Target sequence (O43603 whole entry, looked up): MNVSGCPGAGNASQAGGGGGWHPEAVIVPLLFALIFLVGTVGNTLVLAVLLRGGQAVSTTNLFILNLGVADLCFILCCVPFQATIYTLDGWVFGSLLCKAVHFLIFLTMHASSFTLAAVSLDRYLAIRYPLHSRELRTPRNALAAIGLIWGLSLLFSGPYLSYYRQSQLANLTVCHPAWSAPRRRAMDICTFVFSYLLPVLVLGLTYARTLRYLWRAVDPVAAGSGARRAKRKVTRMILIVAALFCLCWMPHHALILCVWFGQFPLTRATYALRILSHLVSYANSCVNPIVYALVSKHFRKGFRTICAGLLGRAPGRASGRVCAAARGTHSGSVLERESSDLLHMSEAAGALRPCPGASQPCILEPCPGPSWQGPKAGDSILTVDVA
MRP1 act – H69AR viability gain despite doxorubicin, primary screen, MRP-1 activator project, H69AR cells, CellTiter-Glo; viability increase, % at 10 µM; viability rescue; 0.61% of 140,000 active; AID 799, 2007;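 active = viability gain under doxorubicin at or above a set limit, the compound median plus 3 SD, cut at about 4.7% in these data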;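 also: MRP-1 overexpressing cells given doxorubicin 25 µM after compound pretreatment; 18-22 h compound pretreatment then 72 h with doxorubicin before readout; 0% = doxorubicin-only wells and 100% = vehicle-treated cells without doxorubicin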
NPY-Y2 antag – NPY-Y2 receptor antagonists, primary screen, cell-based; NPY-Y2 expressing cells, antagonist mode; inhibition, % at 2.7 µM; 0.99% of 140,000 active; AID 793, 2007; in the data active = inhibition above about 17%;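 also: 0% = vehicle with agonist challenge and 100% = reference antagonist with challenge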
Target sequence (P49146 whole entry, looked up): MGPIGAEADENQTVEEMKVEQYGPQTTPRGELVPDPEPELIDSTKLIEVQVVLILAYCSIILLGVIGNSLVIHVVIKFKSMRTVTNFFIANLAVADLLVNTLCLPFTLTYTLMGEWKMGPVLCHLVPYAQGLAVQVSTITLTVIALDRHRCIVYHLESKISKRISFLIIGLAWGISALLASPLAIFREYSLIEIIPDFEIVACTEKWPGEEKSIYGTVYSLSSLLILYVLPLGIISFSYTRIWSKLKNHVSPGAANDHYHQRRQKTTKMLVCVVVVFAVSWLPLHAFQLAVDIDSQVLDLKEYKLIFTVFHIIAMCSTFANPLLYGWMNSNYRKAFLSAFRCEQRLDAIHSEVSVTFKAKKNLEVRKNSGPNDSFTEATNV
Starred values were filed as active, the others as inactive.

What do the screens show for `c1ccc(CCc2nn3c(Cc4ccccc4)nnc3s2)cc1`?
Phagocytosis inh: 4; Yeast growth inh: -63; Measles CPE: 16; bCat KO growth: 80; HCT116 PTEN-null: 86; E-sel TNF inh: -7; Yeast life ext: -11; GALR2 blocker: 11; MRP1 act: -1.2; NPY-Y2 antag: 4

What do the screens show for `O=C(c1ccccc1C(F)(F)F)N1CCN(S(=O)(=O)c2ccccc2)CC1`?
Phagocytosis inh: 2; Yeast growth inh: -20; Measles CPE: 23; bCat KO growth: 86; HCT116 PTEN-null: 90; E-sel TNF inh: 6; Yeast life ext: -6; GALR2 blocker: -7; MRP1 act: 1.0; NPY-Y2 antag: 0

What do the screens show for `CCCOC(=O)CSc1nnc(-c2ccccc2Cl)o1`?
Phagocytosis inh: -1; Yeast growth inh: -25; Measles CPE: 0; bCat KO growth: 81; HCT116 PTEN-null: 91; Yeast life ext: -17; GALR2 blocker: -1; MRP1 act: -0.1; NPY-Y2 antag: 3

How did O=C(CSc1nncn1-c1ccccc1)Nc1cc(Cl)cc(Cl)c1 do in these assays?
Phagocytosis inh: 2; Yeast growth inh: -51; Measles CPE: 11; bCat KO growth: 112; HCT116 PTEN-null: 110; E-sel TNF inh: -9; Yeast life ext: -5; GALR2 blocker: 18; MRP1 act: 0.0; NPY-Y2 antag: -1

Results for O=C(Nn1cnnc1)c1cc(-c2ccccn2)nc2ccccc12 ?
Phagocytosis inh: -1; Yeast growth inh: -49; Measles CPE: 13; bCat KO growth: 83; HCT116 PTEN-null: 99; E-sel TNF inh: -8; Yeast life ext: -4; GALR2 blocker: 14; MRP1 act: -2.1; NPY-Y2 antag: 5

Results for CCN(c1ccccc1)S(=O)(=O)c1ccc2[nH]cc(C(=O)N3CCOCC3)c(=O)c2c1 ?
Phagocytosis inh: -1; Yeast growth inh: -27; Measles CPE: 12; bCat KO growth: 102; HCT116 PTEN-null: 96; E-sel TNF inh: -21; Yeast life ext: -11; GALR2 blocker: -2; MRP1 act: -1.4; NPY-Y2 antag: 2

Results for Cn1c2c(c(=O)n(C)c1=O)C1(C(=O)Nc3ccccc31)C(C#N)=C(N)O2 (centres undefined) ?
Yeast growth inh: -20; Measles CPE: 31; bCat KO growth: 91; HCT116 PTEN-null: 86; Yeast life ext: 25; GALR2 blocker: 7; MRP1 act: -2.5; NPY-Y2 antag: 1

How did CSc1ccc(Cl)c(C(=O)OCC(=O)NCC(C)C)c1 do in these assays?
Yeast growth inh: -8; Measles CPE: 9; bCat KO growth: 99; HCT116 PTEN-null: 111; E-sel TNF inh: -26; Yeast life ext: 11; GALR2 blocker: 0; MRP1 act: 0.7; NPY-Y2 antag: 6

Results for O=C(Cc1n[nH]c(=O)[nH]c1=O)N/N=C/c1ccccc1O ?
Phagocytosis inh: -1; Yeast growth inh: -26; Measles CPE: 24; bCat KO growth: 91; HCT116 PTEN-null: 95; E-sel TNF inh: 19; Yeast life ext: -18; GALR2 blocker: -4; MRP1 act: -1.3; NPY-Y2 antag: 1

What do the screens show for `O=C(N/N=C/C(Br)=C/c1ccccc1)c1n[nH]c2c1CCC2`?
Phagocytosis inh: 6; Yeast growth inh: -88; Measles CPE: 2; bCat KO growth: 2.7*; HCT116 PTEN-null: 1.7*; Yeast life ext: -1; GALR2 blocker: 37*; MRP1 act: -3.2; NPY-Y2 antag: 4

How did O=C(O/N=C/c1ccc2c(c1)OCO2)c1ccccc1Cl do in these assays?
Yeast growth inh: -17; Measles CPE: 10; bCat KO growth: 110; HCT116 PTEN-null: 110; E-sel TNF inh: 11; Yeast life ext: -13; GALR2 blocker: 0; MRP1 act: 0.4; NPY-Y2 antag: 6

What do the screens show for `CCOC(=O)CSc1nnc(CNC(=O)c2cc(OCC)c(OCC)c(OCC)c2)n1C`?
Phagocytosis inh: -2; Yeast growth inh: -10; Measles CPE: 1; bCat KO growth: 94; HCT116 PTEN-null: 94; E-sel TNF inh: 0; Yeast life ext: -3; GALR2 blocker: -3; MRP1 act: -2.6; NPY-Y2 antag: 1

What do the screens show for `CN1CCCC(OC(=O)COc2ccc(Br)cc2)C1` (centres undefined)?
Phagocytosis inh: 0; Yeast growth inh: 4; Measles CPE: 2; bCat KO growth: 93; HCT116 PTEN-null: 85; E-sel TNF inh: -8; Yeast life ext: -10; GALR2 blocker: 1; MRP1 act: -0.7; NPY-Y2 antag: 3

What do the screens show for `O=C(N/N=C/C1CC=CCC1)c1ccccc1O` (centres undefined)?
Phagocytosis inh: 1; Yeast growth inh: -8; Measles CPE: 2; bCat KO growth: 102; HCT116 PTEN-null: 105; E-sel TNF inh: 16; Yeast life ext: -5; GALR2 blocker: 8; MRP1 act: -1.5; NPY-Y2 antag: -1

How did CC(C)C(NC(=S)NCc1ccccc1)C(=O)O (centres undefined) do in these assays?
Phagocytosis inh: -2; Yeast growth inh: -23; Measles CPE: 18; bCat KO growth: 91; HCT116 PTEN-null: 91; E-sel TNF inh: -3; Yeast life ext: -4; GALR2 blocker: -20; MRP1 act: -1.3; NPY-Y2 antag: 5

Results for Cc1ccc(Cc2cnc(NC(=O)/C(C#N)=C/c3ccc(-c4ccc([N+](=O)[O-])cc4)o3)s2)cc1 ?
Phagocytosis inh: 0; Yeast growth inh: -42; Measles CPE: 12; bCat KO growth: 57; HCT116 PTEN-null: 65; Yeast life ext: -1; GALR2 blocker: -1; MRP1 act: -0.9; NPY-Y2 antag: 1

How did O=c1c2c3c(sc2ncn1-n1cccc1)CCCCC3 do in these assays?
Yeast growth inh: -20; Measles CPE: 6; bCat KO growth: 95; HCT116 PTEN-null: 97; E-sel TNF inh: 2; GALR2 blocker: -4; MRP1 act: 2.2; NPY-Y2 antag: 4

How did O=C(CCC(=O)OCCCC(F)(F)C(F)(F)F)NC1CCCCC1 do in these assays?
Phagocytosis inh: -3; Yeast growth inh: -6; Measles CPE: 3; bCat KO growth: 103; HCT116 PTEN-null: 107; E-sel TNF inh: 4; Yeast life ext: -6; GALR2 blocker: 4; MRP1 act: -1.3; NPY-Y2 antag: 0

Results for O=C(Nc1nc2ccc(S(=O)(=O)N3CCCC3)cc2s1)c1cccs1 ?
Phagocytosis inh: -1; Yeast growth inh: -20; Measles CPE: 9; bCat KO growth: 90; HCT116 PTEN-null: 91; E-sel TNF inh: 5; Yeast life ext: -5; GALR2 blocker: 1; MRP1 act: -3.5; NPY-Y2 antag: 1

Results for CCOC(=O)C1C(=O)NC(N2CCN(Cc3ccccc3)CC2)=NC1c1ccco1 (centres undefined) ?
Yeast growth inh: 9; Measles CPE: 6; bCat KO growth: 88; HCT116 PTEN-null: 108; E-sel TNF inh: -3; Yeast life ext: -15; GALR2 blocker: 0; MRP1 act: -2.9; NPY-Y2 antag: 0

How did Cc1occc1C(=O)NCCCCNC(=O)c1ccoc1C do in these assays?
Phagocytosis inh: -2; Yeast growth inh: -14; Measles CPE: 7; bCat KO growth: 97; HCT116 PTEN-null: 89; E-sel TNF inh: -28; Yeast life ext: -8; GALR2 blocker: -4; MRP1 act: 0.7; NPY-Y2 antag: 0

Results for Cn1c(Cn2nnc3ccccc32)nnc1SCC(=O)Nc1ccc2c(c1)OCO2 ?
Phagocytosis inh: -3; Yeast growth inh: -79; Measles CPE: 5; bCat KO growth: 104; HCT116 PTEN-null: 110; E-sel TNF inh: 8; Yeast life ext: -1; GALR2 blocker: 2; MRP1 act: -2.0; NPY-Y2 antag: 3

Results for O=C(O)CCS(=O)(=O)Cc1cccc(Cl)c1 ?
Phagocytosis inh: 0; Yeast growth inh: -22; Measles CPE: 9; bCat KO growth: 93; HCT116 PTEN-null: 101; E-sel TNF inh: 8; Yeast life ext: -2; GALR2 blocker: -4; MRP1 act: -3.1; NPY-Y2 antag: 3

What do the screens show for `CCOCCCNCc1cccc(OCc2ccc(F)cc2)c1`?
Phagocytosis inh: -4; Yeast growth inh: 6; Measles CPE: 0; bCat KO growth: 89; HCT116 PTEN-null: 91; E-sel TNF inh: 6; Yeast life ext: 3; GALR2 blocker: 4; MRP1 act: -4.3; NPY-Y2 antag: 8

Results for O=C(Nc1nccs1)c1sc2ccccc2c1Cl ?
Phagocytosis inh: 0; Yeast growth inh: -26; Measles CPE: 22; bCat KO growth: 90; HCT116 PTEN-null: 99; Yeast life ext: -20; GALR2 blocker: 11; MRP1 act: -1.5; NPY-Y2 antag: 0

What do the screens show for `CC(C)CCNC(=O)C(=O)NC1CCCC1`?
Phagocytosis inh: -5; Yeast growth inh: -21; Measles CPE: 11; bCat KO growth: 92; HCT116 PTEN-null: 97; E-sel TNF inh: -15; Yeast life ext: 4; GALR2 blocker: -11; MRP1 act: -1.1; NPY-Y2 antag: 13

Results for CCn1c(SCC(=O)Nc2oc(-c3ccccc3)c(-c3ccccc3)c2C#N)nnc1-c1ccncc1 ?
Phagocytosis inh: 0; Yeast growth inh: -32; Measles CPE: 6; bCat KO growth: 93; HCT116 PTEN-null: 97; E-sel TNF inh: 2; Yeast life ext: -12; GALR2 blocker: -6; MRP1 act: 1.9; NPY-Y2 antag: -2

What do the screens show for `Cc1cc(NCCCCO)n2c(nc3ccccc32)c1C#N`?
Phagocytosis inh: 0; Yeast growth inh: -17; Measles CPE: 2; bCat KO growth: 92; HCT116 PTEN-null: 101; E-sel TNF inh: -30; Yeast life ext: -19; GALR2 blocker: -3; MRP1 act: -3.4; NPY-Y2 antag: 3

How did CCN(Cc1ccccc1)C(c1ccc(C)cc1)c1nnnn1C(C)(C)C (centres undefined) do in these assays?
Phagocytosis inh: 1; Yeast growth inh: -7; Measles CPE: 7; bCat KO growth: 74; HCT116 PTEN-null: 70; E-sel TNF inh: -2; Yeast life ext: -5; GALR2 blocker: 0; MRP1 act: -0.8; NPY-Y2 antag: 7

Results for Cn1c(=O)cc(SCC(=O)N2CCCC2)c2ccccc21 ?
Phagocytosis inh: -2; Yeast growth inh: -22; Measles CPE: 2; bCat KO growth: 87; HCT116 PTEN-null: 92; E-sel TNF inh: -53; Yeast life ext: 2; GALR2 blocker: 10; MRP1 act: 0.1; NPY-Y2 antag: 0

What do the screens show for `CCCc1cc(=O)[nH]c(SCc2cccnc2)n1`?
Yeast growth inh: -27; Measles CPE: 1; bCat KO growth: 95; HCT116 PTEN-null: 100; E-sel TNF inh: -12; GALR2 blocker: 5; MRP1 act: -1.2; NPY-Y2 antag: 3

Screening data: PubChem BioAssay, several laboratories
